Siah-1 displacement = Siah-1 peptide-binding antagonists, primary screen, biochemical, fluorescence polarization, rhodamine-plectin, uHTS (AID 1817); displacement, % at 20 µM, or IC50 in µM where a hit was titrated; Siah-1 / rhodamine-plectin peptide fluorescence polarization; higher % means a stronger effect; actives 0.02% (n = 290,000); E3 ubiquitin-protein ligase SIAH1 (Homo sapiens);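 active = displacement of at least 50% at 20 µM, with a fluorescence ratio check between 0.3 and a set limit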;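 also: plate controls were Siah plus tracer with DMSO for no effect and tracer alone without Siah for full effect; strong numbers were not always called active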
MgcRacGAP inhibition = MgcRacGAP GTPase-activating activity inhibitors, confirmation, biochemical, ADP Hunter fluorescence; AID 624330, 2012; actives 0.6% (n = 340,000); Rac GTPase-activating protein 1 (Homo sapiens); MgcRacGAP-stimulated Rac1 GTP hydrolysis, ADP Hunter fluorescence; higher % means a stronger effect; GST-tagged Rac1 F28L mutant substrate; inhibition, % at 30 µM, or IC50 in µM where a hit was titrated;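 active = first-screen hits whose inhibition reached a set limit at any dose in the follow-up dose series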;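 also: fluorescence reports GDP produced by GAP-driven GTP hydrolysis; strong numbers were not always called active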
RSV antiviral HEp-2 = RSV antiviral activity via CPE protection, HEp-2 cells, primary 10 µM value included (AID 2391). HEp-2 cells, RSV-induced CPE inhibition; higher % means a stronger effect. CPE inhibition, % at 10 µM; hits with a dose series show IC50 in µM. actives 0.13% (n = 310,000); in the data active = a potency from the dose series; also: strong numbers were not always called active
K1F lysis inhibition = inhibition of K1F phage lysis, E. coli UTI89, bacterial capsule biogenesis inhibitors, alamar blue (AID 488966) | E. coli UTI89 K1F phage lysis, alamar blue, 2 h; higher % means a stronger effect | actives 0.02% (n = 340,000) | one-dose inhibition, % at 100 µM; IC50 in µM for titrated hits;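 active = phage lysis inhibition, versus mean bacterial control, above a set limit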;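 also: capsule biogenesis inhibitors block K1F phage lysis so surviving cells raise fluorescence; higher fluorescence means more inhibition of phage lysis; actives were called in the ten point dose series up to 300 µM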
AID2073 = inhibitors of Mint1-CaV2.2 protein interaction, biochemical, HTRF (AID 2073); Voltage-dependent N-type calcium channel subunit alpha-1B (Homo sapiens); HTRF protein-protein interaction, Mint1-CaV2.2; higher % means a stronger effect; inhibition, % at 20 µM, or IC50 in µM where a hit was titrated; actives 0.19% (n = 290,000); in the data active = inhibition mostly above about 51%, no sharp cut-off; also: some results filed as inactive read as strong as hits
Dengue-2 NS5 capping = Dengue-2 NS5 methyltransferase inhibitors, primary screen, biochemical, confirmation dose response (AID 588689); actives 0.3% (n = 340,000); one-dose inhibition, % at 25 µM; IC50 in µM for titrated hits; Dengue-2 NS5 methyltransferase capping enzyme assay, biochemical; higher % means a stronger effect; Genome polyprotein (Dengue virus type 2 (strain 16681-PDK53)); in the data active = a potency from the dose series
West Nile antiviral = West Nile virus antiviral activity, cell-based, CPE readout (AID 1621) | West Nile virus-infected cells, CPE inhibition; higher % means a stronger effect | CPE inhibition, % at 10 µM; hits with a dose series show IC50 in µM | actives 0.02% (n = 290,000); in the data active = a potency from the dose series; also: strong numbers were not always called active
NTR1 agonist = agonists of NTR1, primary screen, imaging, U2OS cells, beta-arrestin-GFP, high content (AID 493036); NTR1-U2OS beta-arrestin-GFP spot imaging, agonist mode; activation, % at 20 µM; actives 0.17% (n = 330,000);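 active = activation at or above 40% of the spot to cytoplasm intensity ratio, with at least 20 cells analyzed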;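 also: 0% = DMSO without peptide and 100% = 100 nM NTR1 peptide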
Target sequence (P30989 whole entry, looked up): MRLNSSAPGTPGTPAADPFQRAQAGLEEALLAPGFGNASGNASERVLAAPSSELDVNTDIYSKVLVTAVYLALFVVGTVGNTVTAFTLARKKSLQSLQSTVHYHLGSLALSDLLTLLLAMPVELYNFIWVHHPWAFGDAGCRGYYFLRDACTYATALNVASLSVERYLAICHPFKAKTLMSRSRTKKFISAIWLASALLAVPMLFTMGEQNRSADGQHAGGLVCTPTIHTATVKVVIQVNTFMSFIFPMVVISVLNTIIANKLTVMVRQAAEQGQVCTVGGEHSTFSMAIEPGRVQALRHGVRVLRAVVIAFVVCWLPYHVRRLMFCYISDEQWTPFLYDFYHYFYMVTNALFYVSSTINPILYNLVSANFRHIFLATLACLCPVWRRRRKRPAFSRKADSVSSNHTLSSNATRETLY
Large T inhibition = SV40 large T antigen inhibitors, biochemical (AID 1903) | actives 0.39% (n = 310,000) | SV40 large T antigen ATPase/helicase inhibition assay; higher % means a stronger effect | one-dose inhibition, % at 20 µM; IC50 in µM for titrated hits; in the data active = a potency from the dose series; also: strong numbers were not always called active
NTR1 agonist cell count 20 µM = also measured in NTR1 agonist; calls as there; cell count; measured here: cell count, cytotoxicity flag
Starred values were filed as active, the others as inactive; [ ] = another dose, or the depositor's remark.

Sample of the layout (two entries):
CCOC(=O)C1CCCN(C(=O)CCNS(=O)(=O)c2ccc3c(c2)CCC(=O)N3)C1 (stereo unspecified) was read as Siah-1 displacement 3.5%, MgcRacGAP inhibition 5.0%, RSV antiviral HEp-2 0.2%, K1F lysis inhibition 0.7%, AID2073 4.8%, Dengue-2 NS5 capping -5.5%, West Nile antiviral 0.8%, NTR1 agonist -0.8, Large T inhibition -0.3% and NTR1 agonist cell count 20 µM 77.
`CN(c1ccccc1)S(=O)(=O)c1cccc(NC(=O)c2ccncc2)c1` gave Siah-1 displacement 0.5%, MgcRacGAP inhibition 11.2%, RSV antiviral HEp-2 0.7%, K1F lysis inhibition 0.1%, AID2073 2.2%, Dengue-2 NS5 capping 5.4%, West Nile antiviral -0.3%, NTR1 agonist 0.8, Large T inhibition 9.3% and NTR1 agonist cell count 20 µM 50.

The list itself, previewed entries included:
CCOC(=O)C1CCCN(C(=O)CCNS(=O)(=O)c2ccc3c(c2)CCC(=O)N3)C1 (stereo unspecified) was read as Siah-1 displacement 3.5%, MgcRacGAP inhibition 5.0%, RSV antiviral HEp-2 0.2%, K1F lysis inhibition 0.7%, AID2073 4.8%, Dengue-2 NS5 capping -5.5%, West Nile antiviral 0.8%, NTR1 agonist -0.8, Large T inhibition -0.3% and NTR1 agonist cell count 20 µM 77.
`CN(c1ccccc1)S(=O)(=O)c1cccc(NC(=O)c2ccncc2)c1` gave Siah-1 displacement 0.5%, MgcRacGAP inhibition 11.2%, RSV antiviral HEp-2 0.7%, K1F lysis inhibition 0.1%, AID2073 2.2%, Dengue-2 NS5 capping 5.4%, West Nile antiviral -0.3%, NTR1 agonist 0.8, Large T inhibition 9.3% and NTR1 agonist cell count 20 µM 50.
For CCOC(=O)[C@@H]1[C@H]2COc3ccc(Br)cc3[C@@H]2N2C(=O)N(c3ccc(Cl)cc3)C(=O)[C@]12C the results were MgcRacGAP inhibition 8.4%, RSV antiviral HEp-2 3.9%, K1F lysis inhibition 1.5%, Dengue-2 NS5 capping -3.1%, West Nile antiviral -1.1%, NTR1 agonist 0.7, Large T inhibition 10.1% and NTR1 agonist cell count 20 µM 98.
For O=S(=O)(Cc1ccccc1)N1CCN(Cc2ccc3c(c2)OCO3)CC1 the results were Siah-1 displacement 4.5%, MgcRacGAP inhibition 4.3%, RSV antiviral HEp-2 -3.1%, K1F lysis inhibition 0.0%, AID2073 5.7%, Dengue-2 NS5 capping -2.3%, West Nile antiviral -0.4%, NTR1 agonist -1.1, Large T inhibition -4.6% and NTR1 agonist cell count 20 µM 84.
For COC(=O)c1nc(NC(=O)c2ccccc2Br)n[nH]1 the results were Siah-1 displacement -0.8%, MgcRacGAP inhibition 3.2%, K1F lysis inhibition 2.8%, AID2073 -10.0%, Dengue-2 NS5 capping -1.6%, West Nile antiviral 0.1% and Large T inhibition 10.4%.
Screening COc1cccc(OC)c1CNC(=O)CCSCc1ccccc1F returned Siah-1 displacement 4.1%, MgcRacGAP inhibition 3.8%, RSV antiviral HEp-2 1.4%, K1F lysis inhibition 1.8%, AID2073 -3.1%, Dengue-2 NS5 capping 0.7%, West Nile antiviral -0.8%, NTR1 agonist -2.3, Large T inhibition 10.4% and NTR1 agonist cell count 20 µM 52.
For CSc1ncccc1C(=O)OCC(=O)NC(N)=O the results were Siah-1 displacement 2.8%, MgcRacGAP inhibition -1.7%, RSV antiviral HEp-2 -0.5%, K1F lysis inhibition 0.6%, AID2073 -4.2%, Dengue-2 NS5 capping 0.0%, West Nile antiviral 0.3%, NTR1 agonist -0.3, Large T inhibition 10.9% and NTR1 agonist cell count 20 µM 75.
NC(=O)CSc1nc(N)c2c3c(sc2n1)CCCCC3 was read as Siah-1 displacement -2.0%, MgcRacGAP inhibition 0.1%, RSV antiviral HEp-2 14.6%, K1F lysis inhibition 0.5%, AID2073 11.0%, Dengue-2 NS5 capping 0.8%, West Nile antiviral -0.4%, NTR1 agonist 2.3, Large T inhibition 9.8% and NTR1 agonist cell count 20 µM 64.
`C[C@H](CO)N1C[C@H](C)[C@@H](CN(C)S(=O)(=O)c2ccccc2)Oc2ccc(NC(=O)c3ccncc3)cc2C1=O` gave MgcRacGAP inhibition 7.0%, K1F lysis inhibition -1.1%, Dengue-2 NS5 capping -8.7%, NTR1 agonist 7.5 and NTR1 agonist cell count 20 µM 50.
Screening O=C(CNc1cc(S(=O)(=O)N2CCOCC2)ccc1N1CCOCC1)Nc1cccc(C(F)(F)F)c1 returned MgcRacGAP inhibition 1.2%, K1F lysis inhibition -0.2%, Dengue-2 NS5 capping 1.2%, NTR1 agonist -1.2 and NTR1 agonist cell count 20 µM 64.
`CSc1ccc(/C=C(\C#N)C(=O)NC2CCCCC2)cc1` gave Siah-1 displacement -2.4%, MgcRacGAP inhibition 6.3%, RSV antiviral HEp-2 1.8%, K1F lysis inhibition 2.4%[50 µM], AID2073 6.2%, Dengue-2 NS5 capping 3.2%, West Nile antiviral -0.8%, NTR1 agonist 7.7, Large T inhibition 10.0% and NTR1 agonist cell count 20 µM 73.
Screening Cc1c(C(=O)N2CC(C)OC(C)C2)[nH]c2ccc(Br)cc12 (stereo unspecified) returned Siah-1 displacement 1.2%, MgcRacGAP inhibition 10.8%, RSV antiviral HEp-2 0.8%, K1F lysis inhibition 2.2%[50 µM], AID2073 -3.0%, Dengue-2 NS5 capping -2.0%, West Nile antiviral -1.4%, NTR1 agonist -1.5, Large T inhibition 0.9% and NTR1 agonist cell count 20 µM 60.
COc1ccccc1NC(=S)N1CCN(c2ccccn2)CC1 was read as Siah-1 displacement 2.6%, MgcRacGAP inhibition 12.0%, RSV antiviral HEp-2 -0.7%, K1F lysis inhibition 4.5%, AID2073 -19.0%, Dengue-2 NS5 capping -2.2%, West Nile antiviral 0.5%, NTR1 agonist 1.6, Large T inhibition 1.4% and NTR1 agonist cell count 20 µM 35.
CCN1CCN(C(=O)c2nn(-c3ccc(C)cc3)c(=O)c3c2c2ccccc2n3C)CC1 was read as Siah-1 displacement -2.5%, MgcRacGAP inhibition 3.0%, RSV antiviral HEp-2 0.9%, K1F lysis inhibition 1.0%, AID2073 44.2%, Dengue-2 NS5 capping -12.2%, West Nile antiviral 2.1%, NTR1 agonist 6.9, Large T inhibition 8.3% and NTR1 agonist cell count 20 µM 66.
`COc1ccc(C(=O)Oc2cc(/C=N/NC(N)=S)ccc2OC)cc1` gave Siah-1 displacement -1.5%, MgcRacGAP inhibition 4.1%, RSV antiviral HEp-2 2.6%, K1F lysis inhibition -0.1%, AID2073 -7.9%, Dengue-2 NS5 capping -15.3%, West Nile antiviral 0.6%, NTR1 agonist 0.8, Large T inhibition -0.9% and NTR1 agonist cell count 20 µM 85.
Screening CC(C)c1ccc(/C=C2\SC(=S)N(CCC(=O)NCCCn3ccnc3)C2=O)cc1 returned Siah-1 displacement -5.8%, MgcRacGAP inhibition 10.3%, RSV antiviral HEp-2 7.2%, K1F lysis inhibition 1.0%, AID2073 -0.1%, Dengue-2 NS5 capping -1.8%, West Nile antiviral 0.9%, NTR1 agonist 1.5, Large T inhibition 9.7% and NTR1 agonist cell count 20 µM 51.
For CCOC(=O)n1c(SCC(N)=O)nc2ccccc21 the results were Siah-1 displacement -1.2%, MgcRacGAP inhibition 5.1%, RSV antiviral HEp-2 1.1%, K1F lysis inhibition 2.2%, AID2073 -3.3%, Dengue-2 NS5 capping 1.6%, West Nile antiviral 0.6%, NTR1 agonist -1.3, Large T inhibition 0.2% and NTR1 agonist cell count 20 µM 53.
COc1ccccc1NC(=O)NCc1nc(-c2ccc(C(F)(F)F)cc2)no1 was read as Siah-1 displacement 9.8%, RSV antiviral HEp-2 -1.0%, AID2073 -5.7%, West Nile antiviral -0.1%, NTR1 agonist 5.4, Large T inhibition 9.7% and NTR1 agonist cell count 20 µM 50.
COC(=O)c1cc2ccsc2n1Cc1nc(-c2ccc(OC)cc2)oc1C was read as Siah-1 displacement -0.1%, MgcRacGAP inhibition 4.2%, RSV antiviral HEp-2 16.5%, K1F lysis inhibition 1.1%, AID2073 -6.3%, Dengue-2 NS5 capping -0.7%, West Nile antiviral -0.4%, NTR1 agonist 1.7, Large T inhibition -0.8% and NTR1 agonist cell count 20 µM 53.
Screening CNc1ccc(Br)cc(C(=O)/C=C/c2ccc(OC)cc2)c1=O returned Siah-1 displacement 20.2%, MgcRacGAP inhibition 15.0%, RSV antiviral HEp-2 1.2%, K1F lysis inhibition 1.1%, AID2073 10.5%, Dengue-2 NS5 capping 1.1%, West Nile antiviral 0.2%, NTR1 agonist 5.1, Large T inhibition 33.7% and NTR1 agonist cell count 20 µM 44.
Screening N/C(=N\OC(=O)c1ccc(Cl)cc1Cl)c1ccccn1 returned Siah-1 displacement 0.6%, MgcRacGAP inhibition 2.0%, RSV antiviral HEp-2 10.8%, K1F lysis inhibition 0.2%, AID2073 19.2%, Dengue-2 NS5 capping -6.4%, West Nile antiviral -1.4%, NTR1 agonist 3.0, Large T inhibition 22.6% and NTR1 agonist cell count 20 µM 81.
Screening CCN(CC)C(=O)CN(c1cc(Cl)ccc1OC)S(C)(=O)=O returned Siah-1 displacement 6.3%, MgcRacGAP inhibition 10.3%, RSV antiviral HEp-2 1.1%, K1F lysis inhibition 0.2%, AID2073 8.7%, Dengue-2 NS5 capping 0.0%, West Nile antiviral -0.8%, NTR1 agonist -0.8, Large T inhibition 0.3% and NTR1 agonist cell count 20 µM 57.
`CN(C)c1ccc(C(=O)Nc2nnc(C3=COCCO3)o2)cc1` gave Siah-1 displacement 5.8%, MgcRacGAP inhibition 3.0%, RSV antiviral HEp-2 -0.8%, K1F lysis inhibition 0.0%, AID2073 42.4%, Dengue-2 NS5 capping -1.4%, West Nile antiviral 0.5%, NTR1 agonist -0.9, Large T inhibition 3.0% and NTR1 agonist cell count 20 µM 66.
Screening N#C/C(=C\c1ccc(-c2ccc(S(=O)(=O)N3CCOCC3)cc2)o1)C(=O)NC1CC1 returned Siah-1 displacement 4.6%, MgcRacGAP inhibition 8.2%, RSV antiviral HEp-2 -0.4%, K1F lysis inhibition 1.6%[50 µM], AID2073 13.6%, Dengue-2 NS5 capping -6.7%, West Nile antiviral 0.3% and Large T inhibition 4.2%.
For Cc1cccc(N2CCN(Cc3nc(CC4CC4)no3)CC2)n1 the results were Siah-1 displacement 14.7%, MgcRacGAP inhibition -0.9%, RSV antiviral HEp-2 1.4%, K1F lysis inhibition 0.4%, AID2073 -2.8%, Dengue-2 NS5 capping -0.8%, West Nile antiviral -0.7%, NTR1 agonist 0.8 and NTR1 agonist cell count 20 µM 47.
`CCc1ccccc1NC(=O)CCc1nc(-c2cccs2)no1` gave Siah-1 displacement 4.2%, MgcRacGAP inhibition -36.3%, RSV antiviral HEp-2 1.2%, K1F lysis inhibition -0.1%, AID2073 5.3%, Dengue-2 NS5 capping -8.9%, West Nile antiviral -0.3%, NTR1 agonist -1.3, Large T inhibition 4.2% and NTR1 agonist cell count 20 µM 102.
